Assay outcomes (PubChem BioAssay)
RT RNaseH block = blocks HIV-1 RNase H cleavage of RNA/DNA duplex; inhibition, % at 10 µM; 65,000 tested, 1.9% active; AID 565; P04585; RT-RNase H RNA/DNA duplex cleavage, fluorescence; in the data active = inhibition above about 50%
RmlCD inh mix = RmlC/RmlD inhibition, mixture screen; inhibition, % at 5.5 µM; RmlC/RmlD coupled enzyme inhibition, 384-well mixture HTS; 110,000 tested, 0.39% active; AID 1532; in the data active = inhibition above about 30%, passing the limit was not always enough; inconclusive = no clear call, values can overlap the other calls; note: strong numbers were not always called active
* hit, by the source's call; ? = inconclusive; nt = not tested or not shown.

Structure	RT RNaseH block	RmlCD inh mix
CCC(C)(C(=O)NC1CCCCC1)N(Cc1ccco1)C(=O)c1ccccn1 (centres undefined)	nt	-14
Cc1ccccc1C(=O)N1CCN(c2nc(N3CCOCC3)nc(N3CCOCC3)n2)CC1	-6	-13
Cc1ccc2cc(CCNC(=O)c3ccco3)c(=O)[nH]c2c1C	-32	nt
O=C(Nc1nccs1)c1nc(-c2ccccc2)n(-c2ccccc2)n1	10	10
CC(CCO)Nc1nc2c([nH]1)c(=O)n(C)c(=O)n2C (centres undefined)	-6	-9
N#Cc1nc(Cc2ccccc2)oc1N1CCN(c2cccc(Cl)c2)CC1	-19	7
c1cncc(-c2nc(NCc3ccco3)c3ccccc3n2)c1	-27	4
Cn1c(=O)c2c(SC3CCCC3)nc(CC(C)(C)C)nc2n(C)c1=O	11	nt
COc1cc(C)c(CNc2ccc(OC)c(OC)c2)cc1C	-24	1
CCn1cc(C(=O)NCc2ccc3c(c2)OCO3)c2cc(OC)c(OC)cc2c1=O	2	-29
Cn1cc(S(=O)(=O)N2CCC(Cc3ccccc3)CC2)c(=O)n(C)c1=O	-3	-6
CCOCCCNC(=O)c1cn(C)c(=O)c2cc(OC)c(OC)cc12	-18	5
COC(=O)N/C(C)=C1/NC(=O)c2ccccc2C(c2ccccc2)N1 (centres undefined)	-18	-13
CCNc1cccc2c1C(=O)N(C)C2=O	-27	0
Cc1cc(NC(=O)Cn2cnc3c2c(=O)n(C)c(=O)n3C)n(-c2ccccc2)n1	3	12
COc1cccc(NC(=O)CN2CC(c3ccccc3)CC2=O)c1 (centres undefined)	nt	13
N#Cc1ccc(C23CC4(C2)[C@H](CN(Cc2ccc(C(F)(F)F)cc2)[C@@H]4c2ccccc2)C3c2ccccc2)cc1 (some centres undefined)	nt	-8
O=C(CCCO)CCCCCCCCC[C@H]1N[C@H](CO)[C@@H](O)[C@@H]1O	nt	-2
CCC(=O)Nc1ccc(S(=O)(=O)NCC2CCCO2)cc1 (centres undefined)	nt	11
O=C(NCCCN1CCN(c2ccccc2F)CC1)C1CCC(=O)N1C1CCCCC1 (centres undefined)	-13	6
O=C1C2C3C=CC(C2C(=O)N1C1CCCCC1)C1C(=O)N(C2CCCCC2)C(=O)C31 (centres undefined)	nt	-12
CCNc1nc(OC)nc(Oc2ccc(=O)n(-c3ccccc3)n2)n1	-31	2
Cc1ccc(C)c(NC(=S)NNC(=O)c2csc(C(C)C)c2)c1	nt	-10
Cc1ccc(-c2nn(Cc3ccccc3)cc2/C=C/C(=O)O)cc1C	nt	8
Cc1nn(C)c(C)c1/C=N/NC(=O)c1csc2ccccc12	nt	48
Cc1ccc2[nH]c3c(=O)n(CCN4CCNCC4)cnc3c2c1	2	-2
CC1(C)CC(=O)C2=C(C1)N(Cc1ccco1)C(=O)C2(NC(=O)C1CCCCC1)C(F)(F)F (centres undefined)	7	-4
O=C(COC(=O)c1ccccc1NC(=O)c1ccco1)NCC1CCCCC1	nt	3
CN(C)S(=O)(=O)c1ccc(NC(=O)c2ccccn2)cc1	-5	-44
CC(C)(C)NC(=O)CSc1nccn1Cc1ccccc1	1	-9
CCOCCCNC(=O)C1CCC(=O)N1CCc1ccccc1 (centres undefined)	-6	1
CCNC(=O)c1ccc(-n2nc(C(F)(F)F)c3c2CCCC3)cc1	nt	-57
COc1cc(NC(=O)COC(=O)c2nc3nc(C)cc(C)n3n2)cc(OC)c1	nt	8
O=C1CC(=O)N(c2cccc(Cl)c2)C(=O)N1	29	8
COc1ccc(NC(=S)N2C3CCC2CC(NC(=O)NC24CC5CC(CC(C5)C2)C4)C3)c(OC)c1 (centres undefined)	nt	35
CCOc1ccccc1NS(=O)(=O)c1ccc(OC)c(OC)c1	-25	6

Structures above containing an aryl thioether with sulfur outside any ring, in the order listed:
Structure	RT RNaseH block	RmlCD inh mix
Cn1c(=O)c2c(SC3CCCC3)nc(CC(C)(C)C)nc2n(C)c1=O	11	nt
CC(C)(C)NC(=O)CSc1nccn1Cc1ccccc1	1	-9

The list goes on.
Structure	RT RNaseH block	RmlCD inh mix
COc1ccccc1N1CCN(C2=CC(=O)CCC2)CC1	-7	-4
CCOC(=O)NCCc1c(C)nc2c(c(C)nn2C(C)(C)C)c1C	-9	5
CCOC(=O)Cc1nnc(NC(=O)COc2ccc(F)cc2)s1	nt	15
CCn1c(-c2ccc([N+](=O)[O-])cc2)n[nH]c1=S	nt	7
CCCCNC(=O)c1cc2c(=O)n3cccc(C)c3nc2n(Cc2ccccc2)c1=N	0	6
COC(=O)c1cc2sccc2n1CC(=O)Nc1cc(OC)cc(OC)c1	4	-10
CCOC(=O)CCSc1nc(C)c2cc(C)c(C)cc2n1	nt	-6
COc1cccc2cc(C(=O)C3=C(O)C(=O)N(Cc4ccco4)C3c3cccnc3)oc12 (centres undefined)	5	-7
O=C(c1cccc(Cl)c1)c1nn(-c2ccccc2)c(=O)cc1C(F)(F)F	nt	5
CC(C)CCN(C)c1ccc(/C=N/n2cnnc2)cc1	nt	-5
COc1cc2c(cc1OC)C(c1cccc([N+](=O)[O-])c1)N(C(=O)c1ccc(F)cc1)CC2 (centres undefined)	nt	?
CCC(C)Oc1cccc(OCCCCN2C(=O)NC(C)(C)C2=O)c1 (centres undefined)	-3	-9
COc1cc(NC(=O)c2cc(CC(C)C)on2)c(OC)cc1Cl	12	16
CC(=O)Nc1ccc(S(=O)(=O)NCCSCc2c(Cl)cccc2Cl)cc1	nt	-7
COc1ccc(NC(=S)N2CCC(c3nc4ccccc4[nH]3)CC2)c(OC)c1	nt	-6
CC(/C=C(\NC(=O)c1ccccc1)C(=O)N=Nc1c(O)[nH]c2ccc(C)cc12)=C\c1ccccc1	nt	1
O=C(NCCC(=O)N1CCN(c2ncccn2)CC1)c1ccccc1	5	-13
Cc1ccc(C)c(-c2nc3ccc(N)cc3[nH]2)c1	5	59
N#C/C(=C\c1ccc[nH]1)Sc1nc2ccccc2s1	-48	4
c1coc(-c2nn3c(-c4ccco4)nnc3s2)c1	11	nt
CCOC(=O)CSC1=C(C#N)C(c2ccc(C)cc2)C2=C(CCCC2=O)N1 (centres undefined)	-4	3
CC(=NCC1CCCO1)c1c(O)n(-c2ccccc2)c(=O)[nH]c1=O (centres undefined)	3	-4
CCOC(=O)c1[nH]c2ccc(F)cc2c1NC(=O)c1cc(OC)c(OC)c(OC)c1	-3	-3
Cc1oc(/N=C/c2cccc3ccccc23)c(C#N)c1C	-39	-37
C=C1CCN([C@@H](Cc2ccccc2)C(=O)NC2CCN(Cc3ccccc3)CC2)S(=O)(=O)c2ccccc21	nt	56
Cc1cc(C(=O)COC(=O)Cn2c(C(F)(F)F)nc3ccccc32)c(C)n1Cc1ccco1	8	9
COc1ccc(OC)c(NC(=O)C(CC(=O)O)NCc2ccco2)c1 (centres undefined)	7	26
CCC(C)(C(=O)NC1CCCCC1)N(CC1CCCO1)C(=O)c1ccccn1 (centres undefined)	-9	79
CCOc1ccc(Oc2nc(NCC(C)C)nc(OC)n2)nn1	-4	2
CC(NC(=O)c1ccccc1)c1nc2ccccc2n1Cc1ccc(C#N)cc1 (centres undefined)	1	-17
Cc1ccc(C(O)c2ccncc2)cc1 (centres undefined)	nt	-2
CCOC(=O)c1sc2nc(NC(=O)C(C)(C)C)sc2c1C	-26	nt
Cc1cc(NC(=O)c2noc3c2CCCCC3)nn1Cc1ccc(Cl)cc1	1	5
CC(=O)Nc1c(C#N)c(C(C)(C)C)cn1C	-2	0
COc1cc(C2C3C(=O)N(c4ccccc4)C(=O)C3ON2c2ccccc2)cc(OC)c1OC (centres undefined)	-3	6
Cc1nnc(SCC(=O)Nc2ccc(Cl)cn2)n1Cc1ccccc1	-7	6

4 of the compounds above, with each value named:
> CCC(C)(C(=O)NC1CCCCC1)N(CC1CCCO1)C(=O)c1ccccn1 (centres undefined)
  RT RNaseH block = -9
  RmlCD inh mix = 79

> CCOc1ccc(Oc2nc(NCC(C)C)nc(OC)n2)nn1
  RT RNaseH block = -4
  RmlCD inh mix = 2

> CC(NC(=O)c1ccccc1)c1nc2ccccc2n1Cc1ccc(C#N)cc1 (centres undefined)
  RT RNaseH block = 1
  RmlCD inh mix = -17

> Cc1ccc(C(O)c2ccncc2)cc1 (centres undefined)
  RT RNaseH block = nt
  RmlCD inh mix = -2

Additional entries.
Structure	RT RNaseH block	RmlCD inh mix
Cc1cccc(N(CC(=O)N2CCCC2)S(=O)(=O)c2ccccc2)c1C	-3	-45
CCn1c(SCC(=O)c2ccc(CNC(C)=O)o2)nnc1-c1cccs1	11	33
COCCNC(=O)Cn1nc(C(F)(F)F)cc1C	-16	-3
O=C(OCC(=O)N1CCCCCC1)c1n[nH]c(=O)c2ccccc12	-3	6
CN1CCN(c2ccc(C(CC(N)=O)NC(=O)Cc3ccc(Br)cc3)cc2[N+](=O)[O-])CC1 (centres undefined)	nt	0
CCOc1ccc2nc(NC(=O)Cn3cnc4c3c(=O)n(C)c(=O)n4C)sc2c1	-8	4
COC(=O)c1ccc(Nc2ncnc3c2cnn3-c2cccc(C)c2)cc1	60*	nt
CCCC(=O)NC(Nc1ccc(S(=O)(=O)Nc2cc(C)on2)cc1)(C(F)(F)F)C(F)(F)F	nt	-6
C=CCc1cc(/C=N/NC(=O)CSc2nnc(CCCc3ccc(OC)cc3)o2)cc(OC)c1O	nt	-6
COCC(=O)Nc1sc2c(c1C(=O)OC)C(C(=O)OC)CC2 (centres undefined)	-3	7
Cc1ccc(-n2c(CNc3ccc(F)cc3)nnc2SCC(N)=O)cc1	nt	4
CCSc1nc2cc(C(=O)OC)ccc2c(=O)n1CC	-31	12
COc1ccccc1Oc1ccc2c(c1)C(=O)N(c1ccc(O)cc1)C2=O	4	2
CC(C)c1nc(C#N)c(NCCCn2ccnc2)o1	-7	2
O=C(CSc1nnnn1C1CCCC1)NCc1ccc2c(c1)OCO2	-10	-9
CCOC(=O)C1=NN(C(=O)Nc2ccc(OC)cc2)C2C(=O)N(c3cccc(C(F)(F)F)c3)C(=O)C12 (centres undefined)	nt	9
Nc1ccc2oc(=O)c3ccccc3c2c1	-12	nt
CCOc1ccc(-n2c(SCC(=O)Nc3cc(C)on3)nnc2-c2c[nH]c3ccccc23)cc1	nt	-8
CC(=O)NC(Cc1c[nH]c2ccccc12)C(=O)N1CCc2ccccc2C1 (centres undefined)	7	-11
Cc1cc(C)cc(Oc2nn[nH]n2)c1	nt	7
CCN(CC(O)COc1ccc(OCC(O)CN(CC)C2CCCCC2)cc1)C1CCCCC1 (centres undefined)	nt	3
CCn1ccc(C(=O)Oc2ccc(Cl)cc2)n1	nt	-11
COc1ccc(C(=O)N(Cc2ccco2)Cc2cccs2)c(O)c1	-6	-66
Cc1cc(C)c(C)c(S(=O)(=O)NCC(=O)Nc2sc3c(c2C(N)=O)CCCC3)c1C	nt	7
CCc1ccc(Nc2cc(=O)n(C3CCCCC3)c(=O)[nH]2)cc1	1	6
Cc1cccc(C2N(c3ccc(F)cc3)C(=O)C3CCCN32)c1 (centres undefined)	-11	5
Cc1cc(=O)n2c(nc3ccccc32)[nH]1	nt	15
O=c1nc(NCc2ccccc2Cl)cn[nH]1	nt	-3
CCN1CCN(C(c2ccccc2)c2nnnn2Cc2ccccc2)CC1 (centres undefined)	nt	0
CCOC(=O)c1cccc(N2C(=O)C3C(C(=O)NC4CC4)C4(C)C=CC3(O4)C2C(=O)NC(C)(C)C)c1 (centres undefined)	-7	-6
COc1ccc(C(=O)Nc2nc(-c3cccs3)c(NC(C)=O)s2)cc1	nt	24
CCOC(=O)c1c(C)[nH]c(C(=O)CSc2nnnn2-c2ccc(C)cc2)c1C	45	11
CCCC(C)C(=O)Nc1cccc(NC(C)=O)c1 (centres undefined)	1	6
CCn1c(N2CCC(C)CC2)nc2c1c(=O)n(C)c(=O)n2C	0	5
O=C(Nc1nc(-c2ccco2)c(-c2ccco2)s1)C1CC(=O)N(c2ccc3c(c2)OCCO3)C1 (centres undefined)	74*	-5
COc1cccc(-n2c(COc3ccccc3C)nnc2SCC(=O)O)c1	-7	-14
O=C(CCc1ccccc1)NNC(=O)C12CC3CC(CC(C3)C1)C2	nt	8
Cc1nc(-c2ccccn2)sc1C(=O)Nc1ccc(F)cc1	nt	-17
Cc1cc2ncn(/N=C/c3cccnc3)c2cc1C	-12	1
Cc1ccc(NCN2C(=O)C3CC=CCC3C2=O)cc1 (centres undefined)	nt	2
CCOC(=O)c1cc(-c2ccco2)nc2c1c(C)nn2CCC#N	2	-22
CCOc1ccc(N2CC(C(=O)Nc3ccc(S(=O)(=O)N4CCOCC4)cc3)CC2=O)cc1 (centres undefined)	1	-13
COc1ccc(NC(=O)C2CCCO2)cc1OC (centres undefined)	nt	-10
C1=CC2CC1CC2CN1CCN(c2ccccc2)CC1 (centres undefined)	-1	-11
O=C(Nc1ccc(Cn2cccn2)cc1)c1ccc(COc2ccc(Br)cc2)cc1	nt	-11
CCOc1ccc(C(=O)NCC(=O)OCC(=O)N2CCCCC2)cc1	nt	-2
O=C(c1cccc(C(=O)N2CCN(c3ccccc3)CC2)c1)N1CCN(c2ccccc2)CC1	-8	-10
C/C=C/Cn1c(SCc2ccc(Cl)cc2)nc2c1c(=O)[nH]c(=O)n2C	45	-12

An excerpt. The share of hits here may be higher or lower than overall.
